Assay outcomes from PubChem.
STK33 inh: inhibitors of human STK33 kinase; Q9BYT3; AID 2322; ADP-Glo luminescence, MBP substrate; 0.44% of 27,000 active; inhibition, % at 12.5 µM; in the data active = inhibition above about 20%; inconclusive = no clear call, values can overlap the other calls
Target sequence (Q9BYT3 whole entry, looked up): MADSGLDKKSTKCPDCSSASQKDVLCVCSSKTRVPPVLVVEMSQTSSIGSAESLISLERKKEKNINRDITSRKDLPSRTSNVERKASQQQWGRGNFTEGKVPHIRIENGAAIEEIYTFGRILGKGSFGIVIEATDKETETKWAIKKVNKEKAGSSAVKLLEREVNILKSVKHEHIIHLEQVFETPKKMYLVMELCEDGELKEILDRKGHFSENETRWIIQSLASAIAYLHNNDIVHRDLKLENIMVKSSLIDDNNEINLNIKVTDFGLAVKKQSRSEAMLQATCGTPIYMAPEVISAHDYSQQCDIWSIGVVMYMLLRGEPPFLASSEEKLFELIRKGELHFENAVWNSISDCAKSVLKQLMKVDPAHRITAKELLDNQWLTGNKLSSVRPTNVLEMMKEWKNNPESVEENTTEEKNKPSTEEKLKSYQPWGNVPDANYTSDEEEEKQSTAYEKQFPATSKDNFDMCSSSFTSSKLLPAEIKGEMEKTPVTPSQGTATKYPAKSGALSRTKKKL
p53 PUMA act: mutant p53 pathway reactivation; 1.5% of 28,000 active; SW480 PUMA-promoter luciferase; activation, % at 9.98 µM; in the data active = activation above about 52%; inconclusive = no clear call, values can overlap the other calls
* hit, by the source's call; ? = inconclusive; . = no result given. A portion of the library. The share of hits here may be higher or lower than overall.

SMILES | STK33 inh | p53 PUMA act
C[C@H]1CN([C@@H](C)CO)C(=O)Cc2cc(NC(=O)Cc3cn(C)c4ccccc34)ccc2O[C@H]1CN(C)S(=O)(=O)c1ccccc1 | 1.1 | .
C[C@@H]1CN([C@H](C)CO)C(=O)c2ccccc2-c2ccccc2CO[C@@H]1CN(C)Cc1ccccc1 | . | -3.3
O=C(Cn1cnc2scc(-c3ccccc3)c2c1=O)Nc1ccc(F)cc1 | -0.3 | -13.4
Nc1ccc(S(=O)(=O)Nc2ccnn2-c2ccccc2)cc1 | -1.7 | .
COc1ccc(-c2noc(CN(C(=O)c3ccc(C)c([N+](=O)[O-])c3)C(C)C)n2)cc1 | -2.6 | -6.6
Cc1ccc(-c2nc(SCC(=O)c3ccccc3)n[nH]2)cc1 | -1.4 | 43.5
CNC[C@H]1Oc2ccc(NC(=O)CCC(F)(F)F)cc2C(=O)N([C@@H](C)CO)C[C@H]1C | -0.4 | 3.6
[N-]=[N+]=NCc1ccccc1C[C@@]1(C(=O)NCC(O)CO)N=C(c2ccc(OCCCO)cc2)O[C@@H]1c1ccccc1 (some centres not stated) | 1.1 | .
COC(=O)c1c(NC(=O)CN2C(=O)c3ccccc3C2=O)sc2c1CCC(C(C)(C)C)C2 (configuration not stated) | -2.3 | 0.6
N#Cc1sc2c(c1OC(=O)c1cccs1)c(=O)n(-c1ccccc1)c(=S)n2-c1ccccc1 | . | -8.8
O=C(CSc1n[nH]c(-c2ccncc2)n1)c1cccc([N+](=O)[O-])c1 | 2.0 | 18.1
Oc1ccc(Nc2nc(-c3ccc(Cl)cc3)cs2)cc1 | . | 10.3
CCOC(=O)c1c(NC(=O)CSc2nc(C)cc(C)n2)sc2c1CCCC2 | 0.0 | -2.6
CC(C)(C)NCC(O)COc1cccc2[nH]c(=O)[nH]c12 (configuration not stated) | . | 0.6
O=S(=O)(c1cccc2cccnc12)N(CCO)CCO | -3.2 | 12.3
C=CCOC(=O)[C@H]1[C@@H]2C(=O)O[C@@H](c3ccccc3)[C@@H](c3ccccc3)N2[C@@H](c2ccc(OCCOC(=O)[C@@H]3C[C@@H]4C(=O)N5CCC[C@H]5C(=O)N4[C@@H]3c3cccc(OCCO)c3)cc2)[C@]12C(=O)Nc1ccc(I)cc12 | ? | .
O=C(CSc1nnc(-c2ccccn2)n1-c1ccccc1)Nc1cc(C(F)(F)F)ccc1Cl | 0.2 | 4.1
C[C@H]1CN([C@@H](C)CO)C(=O)c2cccc(NS(C)(=O)=O)c2O[C@@H]1CN(C)CC1CC1 | . | -5.0
C[C@H]1CN([C@@H](C)CO)C(=O)Cc2cc(NS(=O)(=O)c3ccc(F)cc3)ccc2O[C@@H]1CN(C)C(=O)Nc1ccccc1 | 4.5 | .
CCCC1OC2CC3C4CCC5=CC(=O)C=CC5(C)C4C(O)CC3(C)C2(C(=O)CO)O1 (configuration not stated) | . | -21.8
O=C(Nc1ccc(Cl)cc1C(=O)NCc1ccco1)c1ccco1 | -0.4 | 12.9
C[C@H]1CCCCO[C@H](CN(C)Cc2ccccc2)[C@@H](C)CN([C@@H](C)CO)C(=O)c2cc(NC(=O)CCCN(C)C)ccc2O1 | . | -0.5
CNC(=O)C1=C[C@@H](c2csc3ccccc23)C[C@@H](OCc2ccc(CO)cc2)O1 | 1.4 | .
C[C@@H]1CN([C@H](C)CO)C(=O)CCCn2nncc2CO[C@H]1CN(C)C(=O)Nc1ccc2c(c1)OCO2 | 6.5 | .
C[C@@H]1CN([C@H](C)CO)C(=O)c2cc(NC(=O)Nc3ccc(C(F)(F)F)cc3)ccc2O[C@H]1CN(C)S(=O)(=O)c1cn(C)cn1 | -6.1 | .
Cc1noc(C)c1S(=O)(=O)N(C)C[C@H]1OCCCC[C@@H](C)Oc2ccc(NS(C)(=O)=O)cc2C(=O)N([C@H](C)CO)C[C@@H]1C | 2.9 | -2.1
CN(CC(=O)Nc1ccccc1C#N)S(=O)(=O)c1ccccc1 | -5.1 | -19.3
Cc1ccc(S(=O)(=O)Nc2ccc3c(c2)CC(=O)N([C@H](C)CO)C[C@@H](C)[C@H](CN(C)Cc2ccc(Cl)c(Cl)c2)O3)cc1 | 5.1 | .
Cn1c2ccccc2c2nnc(SCC(=O)c3ccc(Cl)cc3)nc21 | 5.9 | -6.7
CC[C@@]1(O)C(=O)OCc2c1cc1n(c2=O)Cc2cc3cc(O)ccc3nc2-1 | . | -80.1
Cc1noc(C)c1S(=O)(=O)Nc1ccc2c(c1)C(=O)N([C@@H](C)CO)C[C@H](C)[C@H](CN(C)Cc1ccccc1)O2 | 0.0 | .
Cc1cc(C(=O)Nc2cccc3c2O[C@@H](CN(C)C(=O)NC2CCCCC2)[C@H](C)CN([C@H](C)CO)C3=O)n(C)n1 | . | 8.7
C=C[C@@H](C)[C@@H](OC(=O)Nc1ccc(OC)cc1)c1ccc(OCCO)cc1 | -7.0 | .
CCOc1ccccc1NC(=O)C(C)Oc1ccc(OC)cc1 (configuration not stated) | -1.6 | -43.2
C[C@H]1CN([C@@H](C)CO)C(=O)CCCn2nncc2CO[C@H]1CN(C)C(=O)Nc1cccc(C(F)(F)F)c1 | -2.5 | .
O=C(COc1ccc(S(=O)(=O)N2CCCCC2)cc1)Nc1ccc2c(c1)OCCO2 | 10.1 | -5.1
O=C(CSc1nnc(-c2cccnc2)o1)c1ccc2c(c1)OCCO2 | -0.8 | 4.4
Cc1ccccc1-n1c(SCC(N)=O)nc2ccccc2c1=O | -0.3 | 14.3
COc1ccc(NC(=O)CSc2nnc(-c3ccc(Cl)cc3)n2C)cc1 | 0.1 | -12.5
C[C@H]1CN([C@@H](C)CO)C(=O)c2cc(NC(=O)CCC(F)(F)F)ccc2O[C@@H]1CN(C)Cc1ccncc1 | -6.9 | .
C[C@@H]1CCCCO[C@@H](CN(C)C(=O)C2CCCCC2)[C@H](C)CN([C@@H](C)CO)C(=O)c2cc(N(C)C)ccc2O1 | . | -0.8
C[C@H](CO)N1C[C@H](C)[C@@H](CN(C)S(=O)(=O)c2cn(C)cn2)OCCCC[C@H](C)Oc2ccc(NS(=O)(=O)c3cn(C)cn3)cc2C1=O | . | 4.3
Cn1c(SCC(=O)c2ccc(Cl)cc2)nnc1-c1ccncc1 | -3.7 | 2.8
C[C@@H]1CCCCO[C@@H](CN(C)S(=O)(=O)c2cccs2)[C@@H](C)CN([C@H](C)CO)C(=O)c2cc(N(C)C)ccc2O1 | -1.7 | -2.4
C[C@H]1CN([C@@H](C)CO)S(=O)(=O)c2ccc(-c3ccncc3)cc2O[C@H]1CN(C)Cc1ccc(Oc2ccccc2)cc1 | . | -52.9
COc1cc(CC2COC(=O)C2(O)Cc2ccc(O)c(OC)c2)ccc1O (configuration not stated) | 1.7 | -18.4
C[C@@H]1CN([C@H](C)CO)C(=O)c2cc(NC(=O)Nc3ccc(F)cc3)ccc2O[C@H]1CN(C)Cc1ccc(C(=O)O)cc1 | -0.1 | .
COc1ccc(S(=O)(=O)N2CCOCC2)cc1C(=O)NCCN1CCOCC1 | -1.8 | -0.8
Cc1ccc(-c2csc3nnc(SCC(=O)Nc4ccc(Cl)cc4)n23)cc1 | 2.6 | -2.5
CN(CC(=O)Nc1cccnc1)S(=O)(=O)c1ccc(Br)cc1 | -0.5 | -5.5
C[C@H]1CN([C@@H](C)CO)C(=O)c2cccc(NC(=O)c3ccncc3)c2O[C@H]1CN(C)Cc1ccc2c(c1)OCO2 | . | 9.3
C[C@H](CO)N1C[C@H](C)[C@@H](CN(C)C(=O)Cc2ccccc2)OCCCC[C@H](C)Oc2ccc(NC(=O)c3ccncc3)cc2C1=O | . | -7.4
Cc1ccc(-c2noc(CSc3nnc(C)n3-c3cccc(C)c3)n2)cc1 | -0.6 | 2.5
Cc1ccc(S(=O)(=O)N(C)C[C@@H]2Oc3ccc(NC(=O)Cc4ccccc4)cc3CC(=O)N([C@H](C)CO)C[C@@H]2C)cc1 | 3.8 | .
C[C@H](CO)N1C[C@H](C)[C@H](CN(C)S(=O)(=O)c2cccs2)Oc2ncccc2C1=O | . | 1.4
C[C@H]1CN([C@@H](C)CO)C(=O)Cc2cc(NS(=O)(=O)c3cn(C)cn3)ccc2O[C@@H]1CN(C)C(=O)Nc1ccccc1 | -1.6 | .
Cc1ccc(S(=O)(=O)Nc2ccc3c(c2)CC(=O)N([C@H](C)CO)C[C@@H](C)[C@@H](CN(C)CC2CCCCC2)O3)cc1 | 1.2 | .
COc1ccc(NC(=O)N(C)C[C@@H]2Oc3c(NS(=O)(=O)c4ccc(F)cc4)cccc3C(=O)N([C@H](C)CO)C[C@@H]2C)cc1 | -3.5 | .
CC(C)c1c(O)ccc2c1CCC1C(C)(C)CCC[C@]21C (some centres not stated) | 3.3 | .
C[C@@H]1CN([C@@H](C)CO)C(=O)c2cccc(NC(=O)c3ccncc3)c2O[C@@H]1CN(C)Cc1ccc(Oc2ccccc2)cc1 | . | 3.9
Next section.
SMILES | STK33 inh | p53 PUMA act
C[C@H]1CCCCO[C@H](CN(C)S(=O)(=O)c2cccs2)[C@@H](C)CN([C@@H](C)CO)C(=O)c2cc(NS(=O)(=O)c3cccs3)ccc2O1 | . | -84.1
CCOC(=O)c1ccccc1NC(=O)C(C)Oc1cc(C)c(Cl)c(C)c1 (configuration not stated) | -2.7 | -19.7
C[C@@H]1CCCCO[C@H](CN(C)Cc2ccccc2)[C@@H](C)CN([C@H](C)CO)C(=O)c2cc(NC(=O)C3CCCCC3)ccc2O1 | -0.5 | .
CCc1cccc(OCC(=O)Nc2cc([N+](=O)[O-])ccc2O)c1 | -3.4 | 74.4*
CCn1c(SCC(=O)Nc2ccccc2C)nc2ccc(I)cc2c1=O | 1.8 | -3.4
CNC[C@@H]1Oc2ccc(NS(=O)(=O)c3cccs3)cc2CC(=O)N([C@H](C)CO)C[C@H]1C | -0.7 | -2.5
COc1ccc(NC(=O)C(C)NS(=O)(=O)c2ccccc2)cc1Cl (configuration not stated) | -4.2 | -4.9
COC(=O)/C=C/c1cccc(N(Cc2ccc(-c3ccc(N(C)C)cc3)cc2)C(=O)C2CCCCC2)c1 | . | -5.3
C[C@@H]1CN([C@H](C)CO)C(=O)c2cc(NC(=O)CCCN(C)C)ccc2O[C@@H](C)CCCCO[C@@H]1CN(C)Cc1ccccc1 | . | 5.0
C[C@H](CO)N1C[C@H](C)[C@H](CN(C)CC2CCCCC2)Oc2ccc(NS(=O)(=O)c3cn(C)cn3)cc2CC1=O | 2.2 | .
COc1ccc(Nc2nc3c(C)cccn3c(=O)c2C=NCc2ccccc2)cc1 | . | -1.8
C[C@H]1CN([C@@H](C)CO)C(=O)CCCn2cc(nn2)CO[C@H]1CN(C)C(=O)Nc1cccc2ccccc12 | -0.1 | -5.8
Cc1cccc(NC(=O)CC(C(=O)O)N2CCOCC2)c1 (configuration not stated) | -2.5 | 5.1
C[C@H](CO)N1C[C@H](C)[C@@H](CN(C)C)Oc2ncc(-c3ccc(C(=O)N(C)C)cc3)cc2C1=O | . | 6.9
COc1ccc(S(=O)(=O)N[C@@H]2CCCN(Cc3ccc(OCCO)cc3)C2)cc1 | 4.3 | .
CN(C)c1nc(OC(C(F)(F)F)C(F)(F)F)nc(N(c2ccccc2)c2ccccc2)n1 | . | 5.9
CC(C)NC(=O)N(C)C[C@@H]1Oc2ccc(NC(=O)Nc3ccc4c(c3)OCO4)cc2C(=O)N([C@H](C)CO)C[C@@H]1C | -2.5 | 14.9
C[C@H]1CN([C@@H](C)CO)C(=O)Cc2cc(NC(=O)Cc3ccccc3)ccc2O[C@@H]1CN(C)C(=O)Nc1ccc(C(F)(F)F)cc1 | 2.2 | .
CC(C)=CCc1c(O)cc2occ(-c3ccc(O)cc3O)c(=O)c2c1O | -9.0 | .
C[C@@H]1CN([C@@H](C)CO)C(=O)CCCn2nncc2CO[C@@H]1CN(C)C(=O)NC1CCCC1 | 3.3 | .

13 compounds already listed, ordered by molar mass, ascending:
SMILES | STK33 inh | p53 PUMA act
Cc1cccc(NC(=O)CC(C(=O)O)N2CCOCC2)c1 (configuration not stated) | -2.5 | 5.1
CC(C)=CCc1c(O)cc2occ(-c3ccc(O)cc3O)c(=O)c2c1O | -9.0 | .
COc1ccc(NC(=O)C(C)NS(=O)(=O)c2ccccc2)cc1Cl (configuration not stated) | -4.2 | -4.9
CCOC(=O)c1ccccc1NC(=O)C(C)Oc1cc(C)c(Cl)c(C)c1 (configuration not stated) | -2.7 | -19.7
COc1ccc(S(=O)(=O)N[C@@H]2CCCN(Cc3ccc(OCCO)cc3)C2)cc1 | 4.3 | .
C[C@@H]1CN([C@@H](C)CO)C(=O)CCCn2nncc2CO[C@@H]1CN(C)C(=O)NC1CCCC1 | 3.3 | .
CN(C)c1nc(OC(C(F)(F)F)C(F)(F)F)nc(N(c2ccccc2)c2ccccc2)n1 | . | 5.9
CNC[C@@H]1Oc2ccc(NS(=O)(=O)c3cccs3)cc2CC(=O)N([C@H](C)CO)C[C@H]1C | -0.7 | -2.5
COC(=O)/C=C/c1cccc(N(Cc2ccc(-c3ccc(N(C)C)cc3)cc2)C(=O)C2CCCCC2)c1 | . | -5.3
C[C@H]1CN([C@@H](C)CO)C(=O)CCCn2cc(nn2)CO[C@H]1CN(C)C(=O)Nc1cccc2ccccc12 | -0.1 | -5.8
CC(C)NC(=O)N(C)C[C@@H]1Oc2ccc(NC(=O)Nc3ccc4c(c3)OCO4)cc2C(=O)N([C@H](C)CO)C[C@@H]1C | -2.5 | 14.9
C[C@@H]1CN([C@H](C)CO)C(=O)c2cc(NC(=O)CCCN(C)C)ccc2O[C@@H](C)CCCCO[C@@H]1CN(C)Cc1ccccc1 | . | 5.0
C[C@H]1CN([C@@H](C)CO)C(=O)Cc2cc(NC(=O)Cc3ccccc3)ccc2O[C@@H]1CN(C)C(=O)Nc1ccc(C(F)(F)F)cc1 | 2.2 | .

Remaining list, next part
SMILES | STK33 inh | p53 PUMA act
Cc1ccc(NC(=O)CCn2nc(-c3ccccc3)c3ccccc3c2=O)cc1 | -1.8 | 8.0
C[C@H]1CN([C@@H](C)CO)C(=O)CCCn2nncc2CO[C@@H]1CN(C)C(=O)Nc1ccnc(N2CCOCC2)c1 | -1.2 | .
COc1ccc(CN(C)C[C@@H]2OCCCC[C@@H](C)Oc3ccc(NC(=O)c4ccncc4)cc3C(=O)N([C@H](C)CO)C[C@@H]2C)cc1 | -8.0 | .
CCc1c(O)nc2ccccn2c1=O | 0.3 | .
